Bioassay records as filed in PubChem.
HepG2 viability – counter-screen for TGF-b inhibitors: cytotoxicity in HepG2 cells | HepG2 CAGA-GFP viability, ATP luminescence, 18 h | Potency, µM (titrated, usually from 46.1 µM), for inactives: at the top dose activity change, negative = cytotoxicity, usual class: cytotoxic | 0.76% of 410,000 active | AID 588856; also: potency is read from the fitted curve at half-maximal effect; some results filed as inactive show a strong effect at the top dose
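CellTiter-Glo luminescence gave cytotoxicity after 18 hours at 37 degrees C. The cells were HepG2 CAGA-GFP in 1% FBS DMEM, stimulated with 500 pg/mL TGF-beta after compound addition. %Activity was normalised to no-cell wells (complete cell-killing) and DMSO (no toxicity), and curves were fitted and classified.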
Nrf2 inh – blocks Nrf2 signaling; 2.1% of 360,000 active; A549 ARE-Fluc reporter, luciferase luminescence, 18-24 h; AID 504444; Potency, µM (doses to about 46 µM), for the others: top-dose activity change, negative = inhibition, actives largely listed as inhibitors; also: potency is read from the fitted curve at half-maximal effect; % is scaled to controls: 0 for no effect and ±100 for the full control effect; nearly all actives have a fitted effect of over 60% in size
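Concentration-response testing used A549 ARE_Fluc cells at 5000 cells/well. Following an 18-24 h compound incubation, viability was read by fluorescence (Ex 405/Em 525) and luciferase output by luminescence.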
TGFb inhibitor – inhibitors of TGF-b signaling. HepG2 CAGA-GFP TGF-b/SMAD3 reporter, GFP fluorescence, 18 h; TGF-beta stimulated, 500 pg/mL final. Potency, µM (titrated, usually from 46.1 µM), inactives show at the highest dose activity, negative = inhibition, usual class: inhibitors. 1.2% of 410,000 active. AID 588855; also: potency is read from the fitted curve at half-maximal effect; % is scaled to controls: 0 for no effect and ±100 for the full control effect; nearly all actives have a fitted effect of over 65% in size
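TGF-beta reporter screen: HEPG2 CAGA-GFP, 1% FBS, 500 pg/mL TGF-beta final, 18 h; per-cell GFP summed per well; curves fitted and categorized by class.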
Akt phos inh – inhibitors of Akt phosphorylation. 0.32% of 360,000 active. Neuro2A IGF-stimulated pAkt S473 HTRF, 20 min; hits give low values. activity change, % for hits at 50 µM; in the data active = activity change below about -80%; inconclusive = mostly about -51% to -80%; also: % is scaled to controls: 0 for no effect and ±100 for the full control effect
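Neuro2A cells (4,500/well, DMEM with 0.5% FBS) were treated with compound at a single 50 µM final concentration, stimulated with 6 nM IGF for 20 min at 37 °C, and lysed. Phospho-Akt Ser473 was read by HTRF as 665/615 ratio ×10^4.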
Mm-Cpn inhibitor – blocks the Methanococcus maripaludis chaperonin Mm-Cpn | purified Mm-Cpn ATPase, ADP Transcreener TR-FRET | Potency, µM (titrated, usually from 76.9 µM), inactives show at the top dose activity, negative = inhibition, actives largely listed as inhibitors | 0.031% of 330,000 active; also: potency is read from the fitted curve at half-maximal effect; % is scaled to controls: 0 for no effect and ±100 for the full control effect; nearly all actives have a fitted effect of over 80% in size
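Reaction buffer contained 30 mM Tris pH 7.4, 100 mM KCl, 5 mM MgCl2 and 1 mM DTT. Mm-CPN (25 nM final) hydrolysed 10 uM ATP over 30 min at 37°C; ADP was read by HTRF.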
Nrf2 activator – activates Nrf2 signaling; AREc32 ARE-luciferase reporter (MCF7-derived line), luminescence, 24 h; Potency, µM (doses to about 46.1 µM), inactives show top-dose activation, usual class: activators; 0.31% of 410,000 active; AID 624171; also: potency is read from the fitted curve at half-maximal effect; % of control where 0% means no effect; nearly all actives have a fitted effect of over 65% in size
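Steps: seed AREc32_Fluc cells (1000/well, 5% FBS OPTI-MEM); incubate overnight at 37 deg C; add 23 nL compound; incubate 24 hr; add Steady-Glo; hold 30 min RT; read luminescence.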
CCT chaperon mod – modulators of cytosolic chaperonin (CCT/TRiC) activity; purified chaperonin ATPase assay, HTRF ADP detection, 30 min; activity change, % (concentration not given with the values), hits read low; 0.3% of 360,000 active; in the data active = activity change below about -30%; also: % is scaled to controls: 0 for no effect and ±100 for the full control effect
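Enzyme 40 or 20 nM (batch-dependent) in Tris pH 7.4/KCl/MgCl2/DTT; cpd 76 uM single point; ATP 10 uM; 30 min 37 °C; Transcreener ADP HTRF detection, 30 min RT; ratio 665/615.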
A549 viability – kills or reduces viability of A549 cells in Nrf2 counter-screen | A549 ARE-Fluc cells, CellTiter-Fluor viability, 18-24 h | 0.16% of 390,000 active | Potency, µM (top dose mostly 46 µM), without a hit: at the top dose activity change, negative = cytotoxicity, usual class: inhibitors; also: potency is read from the fitted curve at half-maximal effect; % is scaled to controls: 0 for no effect and ±100 for the full control effect
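A549 ARE-Fluc cells in 5% FBS OPTI-MEM, 5000 cells/well, rested 2 h then exposed to compounds in concentration-response for 18-24 h at 37 °C. Viability by CellTiter-Fluor fluorescence (Ex 405/Em 525) after 30 min; luciferase luminescence (BugLite, 15 min, RT) read afterwards.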
Abeta rescue – A-beta toxicity reversal in yeast; 0.063% of 410,000 active; yeast expressing A-beta42, growth rescue, OD600, 48 h; response scale: 0% DMSO, 100% iron-clioquinol control; Potency, µM (top dose mostly 46.1 µM), inactives show top-dose growth rescue, hits mostly activators; also: potency is read from the fitted curve at half-maximal effect; nearly all actives have a fitted effect of over 55% in size
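Yeast A-beta toxicity model in growth medium with pinned compounds, 48 h at 30 C; growth read as absorbance at 600 nm. Normalized to FeCl3/clioquinol equimolar mix (positive) and DMSO (negative).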
Numbers without * were called inactive; i = inactive; ? = inconclusive; · = no result given; & = joins results of further samples; [ ] = dose if it differs, or a comment. Unless noted, calls follow the shape of the dose curve; as a rule, active = well fitted curve in the direction sought with a large enough effect; inconclusive = small, poorly fitted or top-dose-only effect, or another doubt; inactive = no such curve, though single readings can be large; an effect the other way counts as inactive or inconclusive.

SMILES	HepG2 viability	Nrf2 inh	TGFb inhibitor	Akt phos inh	Mm-Cpn inhibitor	Nrf2 activator	CCT chaperon mod	A549 viability	Abeta rescue
CCN(C(=O)CSc1nc2ccccc2n1CC(=O)NCc1ccc(OC)cc1)c1ccccc1	-14%	·	2%	·	·	3.4%	·	10%	-15%
NC(=S)NNC(=S)Nc1ccccc1	3%	-8%	3%	i	-3%	-0.1%	0.1	18%	-12%
Cc1ccc2c(c1)C(SCC(=O)NCCc1ccccc1)CC1(CCCC1)O2 (stereo not drawn)	0%	?	1%	i	3%	-0.1%	0.2	?	10%
COc1ccccc1C(NC(=O)C1CCN(CCOc2ccc(Cl)cc2)CC1)c1ccccn1 (stereo not drawn)	0%	·	28%	i	·	4.4%	0.2	·	-6%
C=CCN(c1cccc(C(F)(F)F)c1)S(=O)(=O)c1cccc(C(=O)OCC(=O)NCCC)c1	8%	-11%	-2%	i	2%	0.4%	2.0	-2%	12%
C=CCn1c(SCC(=O)C23CC4CC(CC(C4)C2)C3)nc(O)cc1=O	5%	-1%	-2%	i	0%	-0.8%	-2.8	0%	10%
COC(=O)c1cc2oc3ccccc3c2n1CC(=O)Nc1ccc(C)c(F)c1	3%	6%	-1%	·	·	7.2%	·	3%	-4%
COc1ccc(S(=O)(=O)N2CCCC2C(=O)Nc2nnc(-c3cccnc3)s2)cc1 (stereo not drawn)	-6%	0%	-23%	i	0%	2.1%	-0.5	1%	-8%
Cn1c(N)c(C(=O)Nc2ccccc2F)sc1=S	-1%	1%	2%	i	-1%	7.1%	-1.4	0%	-18%
COc1ccc(OC)c(C(C(=O)NC2CCCCC2)N(C(=O)c2snc(C(N)=O)c2N)c2ccccc2OC)c1 (stereo not drawn)	-21%	-7%	10%	i	-2%	-0.2%	-1.0	5%	0%
N#CC1(NC(=O)COC(=O)c2ccc(-c3ccc(O)cc3)cc2)CCCCC1	-13%	13%	-12%	i	1%	3.1%	-1.5	-1%	1%
Cc1ccc(O)c(NC(=O)c2noc3c2CCCCC3)c1	0%&-66%	11%&-2%	0%	i	5%	?	-1.4	1%&0%	-6%&11%
COCCCNC(=O)c1cccc2c(-c3ccnn3C)coc12	-16%	·	-6%	i	·	5.6%	1.3	·	-4%
CN1/C(=C/C(=O)C2CC2)C(C)(C)c2ccccc21	-12%	-13%	-15%	i	2%	2.4%	0.1	-2%	-28%
COc1ccc(NC(=O)CN2CCC(NC(=O)C3CCCCC3)CC2)c([N+](=O)[O-])c1	7%	2%	-4%	i	2%	-0.4%	-1.6	11%	4%
COc1ccc(-c2ccc(C(=O)Nc3ccc(NC(C)=O)cc3)c3occc23)c(C)c1	-24%	·	-3%	i	·	-1.4%[9.22 µM]	-0.7	·	-9%
COc1cc(=O)[nH]c(SCC(=O)Nc2ccc3ccccc3c2)n1	-13%	-1%	-5%	i	1%	2.1%	0.2	7%	-6%
O=C(O)c1cc(O)c2c(c1)C(=O)c1cc(O)cc(O)c1C2=O	2%	?	-4%	i	·	0.8%	1.7	?	1%
CNC(=O)Nc1cc(C(F)(F)F)cc(C(F)(F)F)c1	-38%	-15%	0%	i	-8%	61%	-0.5	-2%	-4%
CCNC(=O)C1(C)CCN(C(=O)c2ccc(C)c(F)c2)C1 (stereo not drawn)	-2%	·	-4%	i	·	0.6%	0.7	·	-15%
O=C(Cn1ncc2c([nH]c3ccccc32)c1=O)NCCCN1CCN(c2ccccc2)CC1	2%&-20%	3%&21%	?	i	4%	-0.3%&0.0%	-1.5	0%&-4%	6%&-4%
O=C(c1cc(-c2cccs2)nc2ccccc12)N1CCN(S(=O)(=O)c2cccc(F)c2)CC1	-8%	-12%	41%[activator]	i	?	6.6%	-1.2	-1%	11%
C=CCC[C@@H](Cc1ccc(F)cc1)C(=O)OC[C@H](C)NC(=O)[C@@H](CC=C)CC(=O)N[C@@H](CO)Cc1ccccc1	0%	-11%	-2%	i	2%	2.2%	-1.6	1%	-2%
O=C(NNCc1ccc(O)cc1)c1ccccc1Cl	0%	1%	0%	·	-13%	-0.1%	-0.7	-8%	-9%
c1ccc(COc2ncnc3c2ncn3CCCN2CCN(Cc3cccc4ccccc34)CC2)cc1	-116%	·	?	i	·	-6.5%	-1.8	·	-14%

3 entries out of the list above, ordered by the value under CCT chaperon mod, low to high:
smiles,CCT chaperon mod
N#CC1(NC(=O)COC(=O)c2ccc(-c3ccc(O)cc3)cc2)CCCCC1,-1.5
COc1ccccc1C(NC(=O)C1CCN(CCOc2ccc(Cl)cc2)CC1)c1ccccn1 (stereo not drawn),0.2
COCCCNC(=O)c1cccc2c(-c3ccnn3C)coc12,1.3

Molecules from the list above that have two or more sulfur atoms, in the order listed:
SMILES	HepG2 viability	Nrf2 inh	TGFb inhibitor	Akt phos inh	Mm-Cpn inhibitor	Nrf2 activator	CCT chaperon mod	A549 viability	Abeta rescue
NC(=S)NNC(=S)Nc1ccccc1	3%	-8%	3%	i	-3%	-0.1%	0.1	18%	-12%
COc1ccc(S(=O)(=O)N2CCCC2C(=O)Nc2nnc(-c3cccnc3)s2)cc1 (stereo not drawn)	-6%	0%	-23%	i	0%	2.1%	-0.5	1%	-8%
Cn1c(N)c(C(=O)Nc2ccccc2F)sc1=S	-1%	1%	2%	i	-1%	7.1%	-1.4	0%	-18%
O=C(c1cc(-c2cccs2)nc2ccccc12)N1CCN(S(=O)(=O)c2cccc(F)c2)CC1	-8%	-12%	41%[activator]	i	?	6.6%	-1.2	-1%	11%

New compounds follow:
SMILES	HepG2 viability	Nrf2 inh	TGFb inhibitor	Akt phos inh	Mm-Cpn inhibitor	Nrf2 activator	CCT chaperon mod	A549 viability	Abeta rescue
COCC(=O)N(Cc1cc2ccccc2[nH]c1=O)c1ccc(OC)cc1	3%	·	9%	i	-1%	0.3%	-2.5	3%	-5%
CCn1nc(NS(=O)(=O)c2ccccc2)c2cc3cc(C)ccc3nc21	-29%	8%	?	i	-1%	4.7%	0.8	8%	2%
O=C(c1cccc(S(=O)(=O)N2CCc3ccccc3C2)c1)N1CCN(c2ccc(O)cc2)CC1	-33%	?	-24%	i	-1%	0.4%	2.7	-11%	-1%
COc1ccc(CNC(=O)C2CCCN(S(=O)(=O)c3c(C)noc3/C=C/N(C)C)C2)cc1 (stereo not drawn)	6%	-14%	4%	i	2%	0.0%	-0.9	-4%	8%
COC(=O)c1c(N2C(=O)CC(Sc3ccccc3C(=O)O)C2=O)sc(C)c1C (stereo not drawn)	4%	3%	0%	i	-3%	3.3%	-0.4	-7%	-24%
Cn1c(NNC(=O)c2cccc3ccccc23)cc(=O)n(C)c1=O	-23%	9%	-5%	i	1%	-0.1%	-0.4	-3%	19%
COc1ccc(NC(=O)c2cc(-c3cc(C)c(C)cc3O)n[nH]2)c(OC)c1	-27%	14%	-21%	i	-3%	18%	0.7	0%	-5%
COc1ccc(COC(=O)C2CCN(S(=O)(=O)c3ccc(F)cc3)CC2)cc1	-11%	11%	1%	i	2%	0.2%	2.6	11%	-4%
COc1ccc(NC(=O)c2cc(C3CCCCN3C(=O)c3cc(OC)c(C)c(OC)c3)on2)c(C)c1 (stereo not drawn)	3%	·	-26%	·	·	4.6%	2.1	·	-19%
NC(=O)C(c1ccccc1)c1ccc(C(=O)c2ccccc2)cc1 (stereo not drawn)	-9%	-3%	-18%	i	3%	0.0%	-0.9	2%	-4%
Cc1ccc(NC(=O)c2cn(-c3ccccc3)nc2-c2ccccc2)cc1	-21%	19%	?	·	·	4.0%	·	10%	-5%
CCOC(=O)C1=CCN(S(=O)(=O)c2ccccc2Cl)C1c1cccc(C)c1 (stereo not drawn)	4%	·	-10%	i	·	8.4%	-0.1	·	14%
Cc1cc2c(s1)CCCCC(=O)N2	1%	-6%	15%	i	-1%	-0.3%	-0.4	1%	3%
Cc1cccc(NC(=O)CN2C(=O)N/C(=C/c3cc(C)n(-c4cccnc4)c3C)C2=O)c1	-19%	13%	-13%	i	-3%	7.6%	-1.9	1%	-5%
CN(Cc1ccc(OC(F)F)cc1)C(=O)c1ccc2c(=O)n3c(nc2c1)CCC3	-1%	5%	-15%	i	1%	0.3%	1.7	1%	-9%
COc1ccc(-n2nc3c(N4CCC(C(=O)NCCc5ccccc5)CC4)nnc(C)c3c2C)cc1	10%	30%	-18%	·	·	0.6%	·	-3%	0%
O=C(NCc1cccs1)C1CCN(c2ccc(S(=O)(=O)N3CCOCC3)cc2Cl)CC1	3%	1%	?	i	0%	4.4%	1.3	7%	?
COc1ccc(OC)c(C2C=C(c3ccc(C)c(C)c3)Nc3nnnn32)c1 (stereo not drawn)	-8%	-14%	0%	·	0%	8.3%	0.2	-9%	14%
Cn1c(=O)c2c(nc(CN3CCc4ccccc4C3)n2Cc2ccc(Cl)cc2)n(C)c1=O	-2%	-27%	-2%	i	2%	-1.2%	-3.2	9%	3%
CN(c1ccccc1)S(=O)(=O)c1ccc(Cl)c(C(=O)NC2=NCCS2)c1	-20%	-38%	-25%	i	4%	1.0%	-1.2	-5%	6%

An unsorted share of the library (roughly 4.3% active in at least one column).
